ROS inducer: raises reactive oxygen species in U2OS cancer cells; ROS induction (% of piperlongumine), % at 10 µM; U2OS ROS induction, H2DCF-DA fluorescence; AID 624156; 2% of 46,000 active; in the data active means ROS induction above about 79%, passing the limit was not always enough; inconclusive means no clear call, values can overlap the other calls;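 further: 0% = DMSO vehicle median and 100% = reference compound median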
Active calls of the source: *; ? = inconclusive; & = joins results of further samples. Only part of the results is shown. The share of hits here may be higher or lower than overall.

SMILES	ROS inducer
COc1ccc(CN(C)C[C@@H]2OCCCC[C@@H](C)Oc3ccc(NS(=O)(=O)c4ccc(F)cc4)cc3C(=O)N([C@H](C)CO)C[C@@H]2C)cc1	16
CSc1cccc(NC(=O)N(Cc2ccccc2)C(=O)CC#N)c1	-6
CC(=O)Nc1nc(C2CC2)cc(-c2ccccc2)c1C#N	8
COC(=O)c1ccc(NC(=O)Nc2ccccc2)cc1	9
COc1ccc(NC(=O)N(C)C[C@@H]2Oc3c(NC(=O)C4CCOCC4)cccc3C(=O)N([C@H](C)CO)C[C@@H]2C)cc1	-5
C[C@H](CO)N1C[C@H](C)[C@H](CN(C)Cc2ccc(C(=O)O)cc2)OCc2cnnn2CCCC1=O	-11
COc1ccc(S(=O)(=O)Nc2ccc3c(c2)C(=O)N([C@@H](C)CO)C[C@H](C)[C@H](CN(C)S(=O)(=O)c2ccc(F)cc2)O3)cc1	50
CCOC(=O)Nc1cccc(NC(=O)CC2c3ccccc3Oc3ccccc32)c1	74
Cc1cc(C(=O)Nc2cccc3c2O[C@@H](CN(C)Cc2ccc(-c4ccccc4)cc2)[C@H](C)CN([C@@H](C)CO)C3=O)n(C)n1	?
Cc1noc(C)c1NC(=O)N(C)C[C@@H]1Oc2ccc(NS(=O)(=O)c3cn(C)cn3)cc2CC(=O)N([C@@H](C)CO)C[C@@H]1C	-15
Clc1ccc(OCc2nc(CSc3cccs3)no2)c(Cl)c1	-7
COc1ccc(-c2nnc(-c3ccc(S(=O)(=O)c4ccccc4)cc3)o2)cc1OC	126*
Cc1ccc(S(=O)(=O)Nc2ccc3c(c2)C(=O)N([C@@H](C)CO)C[C@@H](C)[C@H](CN(C)Cc2ccccc2)O3)cc1	5
Cc1ccc(Oc2ccccc2)c(NC(=O)c2ccccc2)c1	26
NC(=O)c1ccccc1NCC(=O)c1ccc(F)cc1	21
Cc1cc(C(=O)CSc2ncnc3sc4c(c23)CCCC4)c(C)n1Cc1ccco1	-4
O=C(Nc1ccccc1)N1CCN(c2ccc(F)cc2)CC1	-14
CCc1ccc(-c2nc3cc(NC(=O)COc4ccc([N+](=O)[O-])cc4)ccc3o2)cc1	-7
COc1ccc(S(=O)(=O)N(C)C[C@@H]2Oc3c(NC(=O)C4CCOCC4)cccc3C(=O)N([C@@H](C)CO)C[C@@H]2C)cc1	-18
Cc1ccc(CCC(=O)Nc2cc(C(F)(F)F)ccc2Cl)o1	-1

Looked up above:
COc1ccc(-c2nnc(-c3ccc(S(=O)(=O)c4ccccc4)cc3)o2)cc1OC @ ROS inducer = 126*
COc1ccc(S(=O)(=O)Nc2ccc3c(c2)C(=O)N([C@@H](C)CO)C[C@H](C)[C@H](CN(C)S(=O)(=O)c2ccc(F)cc2)O3)cc1 @ ROS inducer = 50

(next part)
SMILES	ROS inducer
Cc1noc(C)c1S(=O)(=O)N(C)C[C@@H]1Oc2c(NC(=O)C3CCCCC3)cccc2C(=O)N([C@@H](C)CO)C[C@@H]1C	-2
Cn1c(SCC(=O)Nc2ccccc2F)nnc1-c1ccc(Br)cc1	0
CC(=O)C1=C(C)N(Cc2ccco2)C(=O)C1(NC(=O)C1CCCCC1)C(F)(F)F (stereo unspecified)	-1
O=C(c1cc(-c2ccc(F)cc2)no1)N1CCOCC1	-5
COc1ccc(CN(C)C[C@@H]2Oc3c(NC(=O)Nc4ccc(C(F)(F)F)cc4)cccc3C(=O)N([C@@H](C)CO)C[C@H]2C)cc1	41
C=CCn1c2ccccc2c2nnc(SC(CC)C(=O)Nc3nnc(C(F)(F)F)s3)nc21 (stereo unspecified)	30
Cc1noc(C)c1NC(=O)Nc1cccc2c1O[C@H](CN(C)S(=O)(=O)c1ccc(F)cc1)[C@H](C)CN([C@H](C)CO)C2=O	-1
Cc1ccccc1NC(=O)CN(c1ccc(Cl)c(Cl)c1)S(C)(=O)=O	3
C[C@@H]1CN([C@H](C)CO)C(=O)c2cccc(NC(=O)NC3CCCCC3)c2O[C@H]1CN(C)Cc1ccccc1	6
C[C@]12C=CC(=O)C=C1CC[C@@H]1[C@@H]2C(=O)C[C@@]2(C)[C@H]1CC[C@]2(O)C(=O)CO	-7
O=C(COc1ccc(I)cc1)Nc1cc(C(=O)O)cc(C(=O)O)c1	-18
CCOC(=O)c1csc(Cc2c(Cl)sc3ccc(Cl)cc23)n1	-12
COc1ccc(-c2coc3c(OC)c(OC)cc(OC4OC(CO)C(O)C(O)C4OC4OCC(O)C(O)C4O)c3c2=O)cc1 (stereo unspecified)	-7
CC(C)NC(=O)Nc1ccc2c(c1)CC(=O)N([C@@H](C)CO)C[C@H](C)[C@@H](CN(C)Cc1ccc3c(c1)OCO3)O2	4
CN=C1S/C(=C/c2cccc(F)c2)C(=O)N1C	58
Cc1c(Br)ccc(NC(=O)CSc2nnc(-c3ccccc3)n2-c2ccccc2)c1C	0
C[C@H]1CN([C@@H](C)CO)C(=O)c2cccc(NC(=O)Nc3ccc(F)cc3)c2O[C@@H]1CN(C)C(=O)Nc1ccc2c(c1)OCO2	0
O=C(CSc1nc2ccccc2[nH]1)Nc1cccc(Cl)c1	?
C[C@@H]1CN([C@H](C)CO)C(=O)Cc2cc(NC(=O)CCC(F)(F)F)ccc2O[C@H]1CN(C)S(C)(=O)=O	-5
Cc1cc(NC(=O)NCCCN2CCN(C3CCCCC3)CC2)ccc1Cl	-3

2 of the compounds above, field by field.
Cc1c(Br)ccc(NC(=O)CSc2nnc(-c3ccccc3)n2-c2ccccc2)c1C
  ROS inducer: 0
C[C@H]1CN([C@@H](C)CO)C(=O)c2cccc(NC(=O)Nc3ccc(F)cc3)c2O[C@@H]1CN(C)C(=O)Nc1ccc2c(c1)OCO2
  ROS inducer: 0

New compounds follow:
SMILES	ROS inducer
NS(=O)(=O)c1ccc(NC(=O)c2ccccc2C(=O)N2CCCCC2)cc1	-4
C[C@@H]1CN([C@@H](C)CO)C(=O)c2cccc(NS(=O)(=O)c3ccc(F)cc3)c2O[C@@H]1CN(C)Cc1ccc2c(c1)OCO2	-10
Cc1ccc(C(=O)Oc2ccc(C(=O)CSc3nc4ccccc4o3)cc2)cc1	5
Fc1ccc(C(c2ccc(F)cc2)N2CCN(C/C=C/c3ccccc3)CC2)cc1	4&22
C=CCOC(=O)[C@@H]1[C@H]2C(=O)O[C@H](c3ccccc3)[C@H](c3ccccc3)N2[C@H](c2ccc(OCCOC(=O)[C@@H]3C[C@@H]4C(=O)N[C@@H](CCCCNC(C)=O)C(=O)N4[C@@H]3c3ccc(O)cc3)cc2)[C@@]12C(=O)Nc1ccc(I)cc12	-4
C[C@H](CO)N1C[C@H](C)[C@@H](CN(C)CC2CCCCC2)Oc2c(NS(=O)(=O)c3ccccc3)cccc2C1=O	2
COc1cccc(S(=O)(=O)N(C)C[C@@H]2Oc3ncc(-c4ccccc4)cc3C(=O)N([C@H](C)CO)C[C@@H]2C)c1	-4
O=C(CCc1ccccc1)c1c(O)cc(O)cc1O	7
Cc1cc(I)cc(C)c1NC(=O)CSc1n[nH]c(-c2ccc(Cl)cc2)n1	-1
C[C@@H]1CN([C@H](C)CO)C(=O)c2cccc(NS(=O)(=O)c3ccccc3)c2O[C@@H]1CN(C)S(C)(=O)=O	-4
Cc1ccc(Nc2cc(C(=O)N3CCCC3)c3ccccc3n2)cc1C	-2
C[C@H](CO)N1C[C@H](C)[C@@H](CN(C)Cc2ccc3c(c2)OCO3)Oc2ccc(N(C)C)cc2C1=O	1
CC(=O)Nc1ccccc1NC(=O)COc1cc(Cl)c(Cl)cc1Cl	-1
Cc1sc2ncnc(Nc3cccc(C(=O)O)c3)c2c1C	13
C[C@@H]1CN([C@H](C)CO)C(=O)CCCn2nncc2CO[C@H]1CN(C)S(=O)(=O)c1ccc(F)cc1	17
CS(=O)(=O)N(CC(=O)Nc1cccc(Cl)c1)c1ccccc1Cl	23
C=C1SC(Nc2ccc(F)cc2F)=NC1(CC)CC	28
COc1ccc2cc(C(=O)NC(C)=O)c(=Nc3ccccc3)oc2c1	2
Cc1ccc(S(=O)(=O)Nc2ccc3c(c2)C(=O)N([C@H](C)CO)C[C@H](C)[C@H](CN(C)Cc2ccccc2)O3)cc1	13
C=C(CC[C@@H](C)[C@H]1CCC2(C)C3=C(C[C@H](O)[C@]12C)[C@@]1(C)CC[C@@H](OC(=O)CC(=O)O)C(C)(C)C1CC3)[C@@H](C)C(=O)O (stereo partly specified)	26
C=C1CC[C@H]2[C@@](C)(CCC(O)[C@@]2(C)CO)[C@@H]1CCC1=CCOC1=O (stereo partly specified)	-11
C[C@@H]1CN([C@H](C)CO)C(=O)c2cc(N(C)C)ccc2O[C@H]1CN(C)C(=O)Nc1cccc2ccccc12	-5
COc1ccc(CCNC(=S)NC2CC2)cc1OC	4
C[C@H](CO)N1C[C@H](C)[C@H](CN(C)CC2CC2)OCc2cn(nn2)CCCC1=O	16
CC(C)(C)C(=O)CSc1nnc(-c2cc(OCC(F)(F)F)ccc2OCC(F)(F)F)o1	-6
CC1=C(C(=O)OCc2ccccc2)C(c2cccc(O)c2)C2=C(CC(c3ccccc3)CC2=O)N1 (stereo unspecified)	183*
COc1ccc(S(=O)(=O)Nc2ccc3c(c2)CC(=O)N([C@H](C)CO)C[C@H](C)[C@H](CN(C)S(=O)(=O)c2ccccc2)O3)cc1	6
COc1ccc(Cl)cc1NC(=S)NCc1cc(C)n(C)n1	-5
C[C@H](CO)N1C[C@H](C)[C@H](CN(C)S(=O)(=O)c2ccccc2)Oc2c(NC(=O)c3cnccn3)cccc2C1=O	7
C[C@H](CO)N1C[C@H](C)[C@@H](CN(C)S(=O)(=O)c2ccc(C#N)cc2)OCc2cn(nn2)CCCC1=O	-12
COc1ccc(NC(=O)Nc2ccc3c(c2)CC(=O)N([C@@H](C)CO)C[C@@H](C)[C@@H](CN(C)C(=O)Nc2ccc4c(c2)OCO4)O3)cc1	-7
C[C@@H]1CN([C@@H](C)CO)C(=O)c2cc(NS(=O)(=O)c3cn(C)cn3)ccc2O[C@H]1CN(C)Cc1ccc(-c2ccccc2)cc1	15
C[C@H](CO)N1C[C@H](C)[C@H](CN(C)C(=O)Nc2ccc3c(c2)OCO3)Oc2ccc(NC(=O)CCCN(C)C)cc2C1=O	8
C[C@@H]1CN([C@H](C)CO)C(=O)c2cc(NC(=O)CCCN(C)C)ccc2O[C@@H]1CN(C)C(=O)Nc1ccc2c(c1)OCO2	1
C[C@@H]1CN([C@H](C)CO)C(=O)c2cccc(NC(=O)C3CCOCC3)c2O[C@H]1CN(C)C(=O)Nc1cccc2ccccc12	-16
CC(=O)O[C@@H]1C=C[C@@]2(C)C(C[C@@H](OC(C)=O)[C@@]3(C)C4=CC(=O)O[C@@H](c5ccoc5)[C@]4(C)CCC23)C1(C)C (stereo partly specified)	12
C[C@@H]1CN([C@@H](C)CO)C(=O)CCCn2nncc2CO[C@H]1CN(C)Cc1cccc(C(F)(F)F)c1	27
COc1ccc(/C=N/NC(=O)CCCCCC(=O)Nc2ccccc2O)cc1	12
C[C@H]1CN([C@@H](C)CO)C(=O)c2cc(NC(=O)C3CCCCC3)ccc2O[C@@H]1CN(C)Cc1ccc(C(F)(F)F)cc1	30
COc1ccc(-c2cnc3c(c2)C(=O)N([C@H](C)CO)C[C@H](C)[C@H](CN(C)S(=O)(=O)c2ccc(C)cc2)O3)cc1	36

Grouped by structure: the compounds so far with a furan ring, fused or not.
SMILES	ROS inducer
Cc1cc(C(=O)CSc2ncnc3sc4c(c23)CCCC4)c(C)n1Cc1ccco1	-4
Cc1ccc(CCC(=O)Nc2cc(C(F)(F)F)ccc2Cl)o1	-1
CC(=O)C1=C(C)N(Cc2ccco2)C(=O)C1(NC(=O)C1CCCCC1)C(F)(F)F (stereo unspecified)	-1
CC(=O)O[C@@H]1C=C[C@@]2(C)C(C[C@@H](OC(C)=O)[C@@]3(C)C4=CC(=O)O[C@@H](c5ccoc5)[C@]4(C)CCC23)C1(C)C (stereo partly specified)	12

The list goes on:
SMILES	ROS inducer
CC(=O)Nc1cccc(NC(=O)CSc2ccccc2[N+](=O)[O-])c1	6
CCn1c2c(c3cc(C4CCCCC4)ccc31)CCC/C2=N\O	3
CCC(C)NC(=O)N1c2ccccc2Sc2ccccc21 (stereo unspecified)	29
Cc1ccc(Cl)cc1N1CCN(C(=O)CCN2C(=O)COc3ccccc32)CC1	9
CC(=O)c1cccc(NC(=O)CSc2nnc(-c3ccccc3Cl)n2-c2ccccc2)c1	9
CCC(=NCc1ccc(C#N)cc1)c1ccccc1O	-4
C=CCN=C1SC(C)(C)C(=O)N1S(=O)(=O)c1ccc(C)cc1	12
Cc1cc2cc(O)cc(O)c2c(=O)o1	-7
NC(N)=NS(=O)(=O)c1ccc(NC(=O)OC2CCCC2)cc1	-12
C[C@@H]1CCCCO[C@H](CN(C)S(C)(=O)=O)[C@@H](C)CN([C@H](C)CO)C(=O)c2cc(NC(=O)CCCN(C)C)ccc2O1	22
C[C@@H]1CN([C@H](C)CO)C(=O)c2cc(NS(=O)(=O)c3ccc(Cl)cc3)ccc2O[C@H]1CN(C)C(=O)Nc1cccc2ccccc12	2
COC(=O)C1Cc2ccccc2CN1S(=O)(=O)c1ccc(C)cc1 (stereo unspecified)	7
C[C@H](CO)N1C[C@H](C)[C@@H](CN(C)S(=O)(=O)c2cccs2)Oc2c(NC(=O)Nc3ccc(F)cc3)cccc2C1=O	8
Cc1cccc(N(Cc2cc(=O)n3ccccc3n2)C2=NC3CS(=O)(=O)CC3S2)c1 (stereo unspecified)	64
COc1ccc(S(=O)(=O)N(C)C[C@H]2OCCCC[C@@H](C)Oc3ccc(NS(C)(=O)=O)cc3C(=O)N([C@H](C)CO)C[C@@H]2C)cc1	12
Cc1ccc(-c2nc3ccccc3s2)cc1NC(=O)COc1ccccc1Cl	-6
C[C@H](CO)N1C[C@H](C)[C@@H](CN(C)Cc2ccc(-c3ccccc3)cc2)Oc2c(NS(C)(=O)=O)cccc2C1=O	28

Assay outcomes (PubChem BioAssay)
